Screens deposited in PubChem BioAssay by Broad Institute.
ERAP1 inh: inhibitors of human ERAP1 aminopeptidase. Q9NZ08. recombinant ERAP1, Leu-AMC fluorescence, 60 min. inhibition, % at 10.7 µM. hit rate 0.15% among 340,000. AID 652197;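 active means mean replicate inhibition of at least 30%, or all replicates individually reaching that 30% level; inactive means mean below 30% and not every replicate reaching it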;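 further: 0% = neutral control wells and 100% = L-leucinethiol positive control wells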
Target sequence (Q9NZ08 whole entry, looked up): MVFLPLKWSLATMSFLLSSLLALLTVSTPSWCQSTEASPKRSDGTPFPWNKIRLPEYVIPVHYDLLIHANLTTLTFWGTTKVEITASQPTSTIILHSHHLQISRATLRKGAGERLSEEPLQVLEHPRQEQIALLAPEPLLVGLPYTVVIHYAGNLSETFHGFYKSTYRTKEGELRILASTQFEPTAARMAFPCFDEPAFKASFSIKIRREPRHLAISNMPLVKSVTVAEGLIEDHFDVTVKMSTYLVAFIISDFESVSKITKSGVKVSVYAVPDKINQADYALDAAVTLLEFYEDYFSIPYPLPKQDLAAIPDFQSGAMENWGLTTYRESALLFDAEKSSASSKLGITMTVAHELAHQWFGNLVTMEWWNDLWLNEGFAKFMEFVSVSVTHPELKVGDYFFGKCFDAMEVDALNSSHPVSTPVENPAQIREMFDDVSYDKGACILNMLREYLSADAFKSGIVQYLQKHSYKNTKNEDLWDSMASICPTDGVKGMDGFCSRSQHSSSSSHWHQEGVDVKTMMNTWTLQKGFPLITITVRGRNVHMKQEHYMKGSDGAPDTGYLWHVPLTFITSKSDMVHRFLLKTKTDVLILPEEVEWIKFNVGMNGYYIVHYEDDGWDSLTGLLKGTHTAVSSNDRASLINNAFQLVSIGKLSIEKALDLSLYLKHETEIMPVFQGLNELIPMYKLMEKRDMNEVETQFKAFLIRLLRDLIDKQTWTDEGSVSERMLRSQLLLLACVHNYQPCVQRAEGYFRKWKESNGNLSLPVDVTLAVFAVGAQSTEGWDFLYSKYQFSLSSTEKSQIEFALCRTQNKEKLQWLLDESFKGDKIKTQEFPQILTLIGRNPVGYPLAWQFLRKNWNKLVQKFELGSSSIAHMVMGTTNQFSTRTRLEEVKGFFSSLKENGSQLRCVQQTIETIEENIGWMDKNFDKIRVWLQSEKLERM
PAX8 inh HTS: PAX8 transcriptional activity inhibition. RMG-I TPO-luciferase reporter, SteadyGlo, 24 h. inhibition, % at 12.6 µM. hit rate 1.2% among 360,000. AID 652154;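 active means mean replicate inhibition at least 60% with every replicate also reaching 60%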;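 further: luciferase light reporting Pax8 driven TPO promoter activity; plate controls were median of neutral control wells for no effect and mitoxantrone controls for full effect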
EWS-Fli block: EWS/Fli transcriptional activity inhibition; A673 NR0B1-luciferase reporter, viability-normalised; inhibition, % at 12.6 µM; hit rate 0.67% among 350,000; AID 651661;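 active means mean inhibition of at least 50% after viability correction, with every replicate also passing that limit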;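 further: firefly luciferase signal divided by Alamar Blue viability fluorescence both relative to DMSO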
S100A4 inh HTS: S100A4-myosin IIA interaction inhibition | inhibition, % at 10.7 µM | P26447 | hit rate 0.14% among 360,000 | S100A4/TAMRA-MyoIIA peptide fluorescence polarization | AID 652163;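 active means mean inhibition of at least 70% across replicates, with every replicate also reaching that level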
Target sequence (P26447 whole entry, looked up): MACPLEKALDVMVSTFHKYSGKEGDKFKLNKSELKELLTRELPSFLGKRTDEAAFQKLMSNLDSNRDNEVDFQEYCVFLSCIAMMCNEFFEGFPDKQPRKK
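Test system – S100A4 monomer (human) · Compound – single-point compound testing · Schedule – 5 min incubation before reading · Probe or stimulus – TAMRA-labelled myosin IIA heavy-chain peptide probe, 5 nM · Benchmarks – neutral control DMSO, positive control TFP · Medium – Calcium-containing HEPES buffer, pH 7.2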
PGC1a acetyl inh: lowers PGC1a acetylation signal in U2OS cells; inhibition, % at 15.6 µM; AlphaScreen anti-acetyl-lysine; with virally co-expressed GCN5 acetyltransferase; hit rate 0.17% among 350,000; AID 651687;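 active means every replicate shows inhibition of at least 40%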;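 further: 0% = neutral control wells and 100% = positive control wells; some results beyond the cut were filed as inactive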
PglD DTNB: inhibitors of Campylobacter jejuni PglD acetyltransferase; purified PglD enzyme, DTNB colorimetric CoA detection; inhibition, % at 12.5 µM; hit rate 0.098% among 360,000; AID 602405; in the data active means inhibition above about 16%, passing the limit was not always enough; further: strong numbers were not always called active
LGR2 inh: Drosophila LGR2 receptor signaling inhibition | HEK293 LGR2, CRE-luciferase, bursicon-stimulated, 4 h | inhibition, % at 9.99 µM | hit rate 0.35% among 380,000 | AID 720647;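 active means drop in luminescence signal, shown as inhibition above about 50% in the replicate tests, limit read from the data, passing the limit was not always enough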;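 further: agonist challenge used bursicon conditioned medium at about half maximal strength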
FN deposit inh: fibronectin deposition inhibition; AH1F fibroblasts, Alexa488-fibronectin deposition fluorescence, overnight; inhibition, % at 12.6 µM; hit rate 0.086% among 350,000; AID 743247;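 active means mean inhibition across replicates of 30% or more, regardless of how many single replicates reach that level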;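 further: positive control wells lacked labelled fibronectin entirely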
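Material: AH1F fibroblasts assembling fluorescent fibronectin matrix; amount: 10000 AH1F cells/well; medium: DMEM, 2% serum; reagent: Alexa488-fibronectin, 24 nM final in well; dosing: single compound dose, delivered by pin transfer; incubation: 1 h adhesion, overnight exposure; detection: fluorescence after three HBSS washes, excitation 485 nm, emission 525 nm; measure: fibronectin deposition inhibition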
* marks the source's active call; other numbers are inactive results; / = not tested or not shown; & = joins results of further samples.

The first five records, to show the layout:
SMILES	ERAP1 inh	PAX8 inh HTS	EWS-Fli block	S100A4 inh HTS	PGC1a acetyl inh	PglD DTNB	LGR2 inh	FN deposit inh
Cc1ccc(NC(=S)NC(=O)C2CC2)c(C)c1	3	/	-68	-3	-4	-1	-39	-4
O=C(C[C@H]1CC[C@@H]2[C@H](COC[C@H](O)CN2S(=O)(=O)c2ccccc2F)O1)NCc1ccccc1Cl	-1	-2	-5	-1	-3	9	-2	6
Cn1c(N)c(C(=O)c2ccc(C#N)cc2)c(=O)n(C)c1=O	/	0	/	/	/	-3	16	5
CCOC(=O)C1CCN(C(=O)c2ccc3c(Cl)c4c(nc3c2)CCCC4)CC1	3	-168	-73	-3	/	1	-59	2
O=C(COC(=O)c1ccc[n+]([O-])c1)Nc1ccccc1OC(F)F	0	4	-7	-2	-1	-6	-2	-4

All compounds of this part (from the top)
SMILES	ERAP1 inh	PAX8 inh HTS	EWS-Fli block	S100A4 inh HTS	PGC1a acetyl inh	PglD DTNB	LGR2 inh	FN deposit inh
Cc1ccc(NC(=S)NC(=O)C2CC2)c(C)c1	3	/	-68	-3	-4	-1	-39	-4
O=C(C[C@H]1CC[C@@H]2[C@H](COC[C@H](O)CN2S(=O)(=O)c2ccccc2F)O1)NCc1ccccc1Cl	-1	-2	-5	-1	-3	9	-2	6
Cn1c(N)c(C(=O)c2ccc(C#N)cc2)c(=O)n(C)c1=O	/	0	/	/	/	-3	16	5
CCOC(=O)C1CCN(C(=O)c2ccc3c(Cl)c4c(nc3c2)CCCC4)CC1	3	-168	-73	-3	/	1	-59	2
O=C(COC(=O)c1ccc[n+]([O-])c1)Nc1ccccc1OC(F)F	0	4	-7	-2	-1	-6	-2	-4
C[C@H](CO)N1C[C@H](C)[C@H](CN(C)C(=O)CCCN(C)C)OCCCC[C@H](C)Oc2ccc(NC(=O)CCC(F)(F)F)cc2C1=O	1	-20	-11	-5	9	-1	18	/
Cc1cc(NS(=O)(=O)c2ccc(NC(=O)COc3ccccc3C(C)(C)C)cc2)no1	-3	/	1	-5	6	3	-3	-3
CCC1Nc2ncnc(N3CCc4ccccc4C3)c2N(Cc2ccc(Cl)cc2)C1=O (stereo unspecified)	-3	10	2	-26	13	3	14	3
O=C(Nc1cccnc1)c1ccc2ccccc2c1O	-1	-140	-74	-6	-2	3	-18	8
C[C@@H]1CN([C@@H](C)CO)C(=O)c2cc(NS(=O)(=O)c3cccs3)ccc2O[C@H]1CN(C)S(=O)(=O)c1ccc(F)cc1	-2	/	-3	-5	5	1	-15	/
COc1ccc(NC(=O)Nc2ccc3c(c2)CC(=O)N([C@@H](C)CO)C[C@@H](C)[C@H](CN(C)C(=O)NC(C)C)O3)cc1	-5	6	-16	0	11	5	-14	/
CNC(=O)C[C@@H]1CC[C@H]2[C@H](COc3ccc(NC(=O)Nc4cccc(F)c4)cc3C(=O)N2C)O1	/	-8	-9	/	0	1	-11	-18
Cc1cc(NC(=O)c2ccccc2)n(C(C)(C)C)n1	-1	-15	2	12	-1	1	-1	2
O=C(NNS(=O)(=O)c1ccccc1F)c1sccc1-n1cccc1	-1	5	7	3	30	/	-12	-2
CCN(CC)S(=O)(=O)c1ccc(Cl)c(NC(=O)c2ccc(C#N)cc2)c1	/	31	/	/	23	-3	-9	-1
Cc1ccnn1CCC(=O)N1CCCC(Nc2ccc(F)c(F)c2)C1 (stereo unspecified)	1	-7	8	-6	-11	1	-6	15
CCn1c(SCC(=O)OC)nnc1-c1c[nH]c2ccccc12	0	8	7	2	-1	/	4	6
COc1ccc(C(=O)Nc2ccc3ccccc3c2)cc1OC	-2	-64	-131	-1	-3	6	-73	2
C[C@H]1CN([C@@H](C)CO)C(=O)Cc2cc(NC(=O)Cc3ccccc3)ccc2O[C@@H]1CN(C)Cc1ccc(-c2ccccc2)cc1	1	-5	-5	0	-3	1	8	/
COc1ccccc1NC(=O)N1CCCCN2[C@@H](CO)[C@H](c3ccc(-c4cccc(C#N)c4)cc3)[C@@H]2C1	1	41	6	-12	-8	-2	15	20
O=C(Nc1nnc(SCC(=O)N2CCOCC2)s1)C1CC(=O)N(c2ccccc2)C1 (stereo unspecified)	4	6	3	0	-1	8	-4	-1
O=C(Nc1ccc(F)c([N+](=O)[O-])c1)C1CC(=O)N(Cc2ccccc2)C1 (stereo unspecified)	0	20	3	-6	14	/	-1	0
C[C@H]1CN([C@@H](C)CO)C(=O)Cc2cc(NC(=O)CCCCCC(=O)Nc3ccccc3N)ccc2O[C@@H]1CN(C)Cc1ccccc1	1	-20	43	-3	8	1	9	/
C[C@H]1CN([C@@H](C)CO)C(=O)Cc2cc(NC(=O)Nc3ccc(F)cc3)ccc2O[C@H]1CN(C)S(=O)(=O)c1ccc(F)cc1	0	/	45	4	-12	-1	2	/
O=C(NC(=S)NCc1ccccc1)c1cccnc1	1	11	-5	-1	5	6	5	11
(cont.)
SMILES	ERAP1 inh	PAX8 inh HTS	EWS-Fli block	S100A4 inh HTS	PGC1a acetyl inh	PglD DTNB	LGR2 inh	FN deposit inh
COc1ccccc1CCNC(=O)Cn1c(=O)oc2ccccc21	-2	6	/	-2	-10	-1	-5	-1
O=C1[C@@H]2C(c3cccnc3)=NO[C@@H]2C(=O)N1c1ccc(Br)cc1	1	12	6	0	-7	3	-17	6
O=C(NNC(=O)c1cnccc1C(F)(F)F)c1ccccc1	/	-2	10	4	/	-2	5	2
CO[C@H]1CN(C)C(=O)c2cc(NC(=O)Nc3ccc(Cl)c(Cl)c3)ccc2OC[C@H](C)NC[C@H]1C	/	1	9	/	5	-7	22	1&9
CC(C)Cn1c(SCC(=O)NCc2ccc(Cl)cc2)nnc1-c1cccc(S(=O)(=O)N2CCOCC2)c1	7	/	8	6	-7	-7	5	/
COc1ccc(-c2csc(C(C)(O)c3cccc(F)c3)n2)cc1 (stereo unspecified)	1	-43	-5	-2	-17	-4	-30	-7
C[C@@H]1CN([C@H](C)CO)C(=O)c2cc(NS(=O)(=O)c3cccs3)ccc2O[C@H]1CN(C)S(=O)(=O)c1ccc(F)cc1	0	/	-5	0	-5	-1	7	/
NS(=O)(=O)c1ccc(CCNC(=O)C(=O)c2c[nH]c3ccccc23)cc1	0	2	9	-2	/	/	10	-1
C/C(=N\Nc1ccc(C(=O)O)cc1)c1ccc(-n2ccnc2)cc1	3	-94	-39	-4	/	/	-12	/
CO[C@H]1CN(C)C(=O)c2cc(NC(=O)CC(F)(F)F)ccc2OC[C@H](C)NC[C@@H]1C	-3	/	-10	-6	/	/	8	-5
COc1ccccc1N1CCN(C(=O)CSc2nnc(NC(=O)C3CC3)s2)CC1	/	10	/	/	4	3	/	2
COCCNC(=O)C1CCCN(C(=O)COCc2ccccc2)CC1 (stereo unspecified)	2	-11	-1	-3	10	-3	8	10
CN1C[C@H](O)COC[C@H]2O[C@H](CC(=O)N3CCN(c4ccccc4)CC3)CC[C@@H]21	1	-9	-1	0	-1	-5	-7	0
NC(=O)c1cc([N+](=O)[O-])ccc1Nc1ccccc1	-2	-19	-9	-4	/	-1	-19	6
CCOc1ccc(OCCC(=O)N2CCN(S(=O)(=O)c3ccc(OCC)cc3)CC2)cc1	0	-2	/	-12	/	-1	-13	1
Cc1nn(C)c(C)c1/C=C(/C(=O)C(C)C)n1cncn1	/	19	-3	0	-1	/	13	-3
CC1Cc2ccccc2N1C(=O)CN1CCCCC1 (stereo unspecified)	-1	-10	-2	-6	/	/	-4	3
N#Cc1nc(Cc2ccccc2)oc1NCCN1CCOCC1	-3	/	-8	-4	2	1	1	/
O=C(C[C@@H]1CC[C@@H]2[C@H](COC[C@H](O)CN2Cc2ccc(Oc3ccccc3)cc2)O1)N1CCN(c2ccccc2)CC1	-1	62*	7	-11	-9	-3	20	-22
COc1ccc2[nH]cc(CCNC(=O)c3ccccc3Cl)c2c1	-4	-18	1	0	2	0	10	1
NNC(=O)CCN(Cc1ccco1)S(=O)(=O)c1ccc(Cl)cc1	-3	-12	6	-9	/	/	/	-4
Cc1cc(C)c(NC(=O)CCN2CCN(Cc3ccccc3)CC2)c(C)c1	1	23	11	-7	1	8	6	1
Cc1cc(C(=O)OCC(=O)NCc2ccccc2)c2ccccc2n1	-1	8	1	6	-2	1	-11	-23
COc1cccc(/C=N/Nc2ccc([N+](=O)[O-])cc2)c1O	1	-147	-41	1	/	-8	-5	-13
Cn1c2ccccc2c2cnn(CC(=O)N3CCCCC3)c(=O)c21	-3	-2	-8	1	5	/	-16	-16
Carrying on.
SMILES	ERAP1 inh	PAX8 inh HTS	EWS-Fli block	S100A4 inh HTS	PGC1a acetyl inh	PglD DTNB	LGR2 inh	FN deposit inh
Cc1cccc(-c2nc(CS(=O)CC(=O)NC3CCCCC3)c(C)o2)c1 (stereo unspecified)	-4	0	/	-1	-6	-4	8	0
COc1ccc(NS(=O)(=O)c2ccc(NC(=O)c3ccccc3Br)cc2)nn1	9	11	18	4	2	1	18	0
O=C(O)c1nn(CCOc2c(Cl)cccc2Cl)c(=O)c2ccccc12	-1	10	7	4	/	4	3	6
O=C(CSc1ccc2c(c1)OCCO2)Nc1cccc(S(=O)(=O)N2CCCCC2)c1	/	0	/	/	1	4	-6	4
CCOC(=O)C1(Cc2cccc(OC)c2)CCN(Cc2ccc(OC)c(O)c2)CC1	/	14	8	6	/	6	-3	12
O=S(=O)(NC1CCCCC1N1CCC(O)CC1)c1ccc(Cl)cc1 (stereo unspecified)	3	-8	5	-4	/	1	10	1
O=C1CSC(=S)N1/N=C/c1cccc(C(F)(F)F)c1	3	-6	-4	-7	0	0	1	-4
C[C@@H]1CN([C@H](C)CO)C(=O)c2cccc(NS(=O)(=O)c3ccc(Cl)cc3)c2O[C@@H]1CN(C)S(=O)(=O)c1ccc(F)cc1	/	-15	-7	/	7	1	-3	/
O=S(=O)(c1cnc(Cl)c(Cl)c1)N1CCc2ccccc21	5	-17	-12	0	-3	-3	9	-4
COCC#Cc1ccc2c(c1)O[C@@H](CN(C)C(=O)Nc1ccc(OC)cc1)[C@@H](C)CN([C@H](C)CO)S2(=O)=O	-1	/	-9	-33	-4	1	-7	10
CCCNC(=O)N1CC2(C1)CN(C(=O)c1ccncc1)[C@@H](CO)c1[nH]c3cc(OC)ccc3c12	1	/	-2	-8	1	/	2	/
CCCNC(=O)N1[C@@H]2CNC[C@H]1C2c1ccc(-c2ccc(C)cc2)cc1 (stereo partly specified)	/	-36	1	/	-1	/	-17	0&-2
CCC(C(=O)NN1C(=O)c2ccccc2C1=O)c1ccccc1 (stereo unspecified)	-2	-4	-1	1	1	3	6	-1
Brc1ccc2nc(-c3cccs3)c(NCC3CCCO3)n2c1 (stereo unspecified)	-3	-46	-19	2	/	/	-51	24
CCCOc1ccc(CNC(=S)N/N=C/c2ccc([N+](=O)[O-])cc2)cc1	/	0	/	/	-6	3	/	-7
CC(C)NC(=O)Nc1ccc2c(c1)CC(=O)N([C@H](C)CO)C[C@H](C)[C@H](CN(C)Cc1ccc(-c3ccccc3)cc1)O2	-3	-10	9	-2	-7	0	-2	/
CCc1nnc(NC(=O)C2CC(=O)N(Cc3ccco3)C2)s1 (stereo unspecified)	/	14	/	/	-3	-1	/	-3
C(=N\Nc1nc2ccccc2s1)/c1ccccn1	/	88*	80*	3	/	/	104*	20
C[C@@H]1CCCCO[C@@H](CN(C)S(C)(=O)=O)[C@@H](C)CN([C@@H](C)CO)C(=O)c2cc(N(C)C)ccc2O1	/	-11	3	/	6	/	5	/
O=C(Nc1ccccc1C(=O)NCC1CC1)c1cccs1	0	-7	2	0	/	/	-9	8
CC(=O)c1cccc(NC(=O)N2CCC(NC(=O)c3ccco3)CC2)c1	-1	10	4	0	/	10	4	-7
C[C@@H]1CCCCO[C@@H](CN(C)C(=O)NC2CCCCC2)[C@@H](C)CN([C@@H](C)CO)C(=O)c2cc(NS(=O)(=O)c3cccs3)ccc2O1	1	-10	5	-7	2	0	17	/
